Screens as filed in PubChem.
EPAC1 antagonist = antagonists of human EPAC1 | hit rate 0.14% among 360,000 | Potency, µM (titrated, usually from 115 µM), for inactives: at the top dose activity change, negative = inhibition, actives largely listed as inhibitors | EPAC1 GEF assay, Rap1b-BODIPY-GDP exchange fluorescence | O95398;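 note: potency is the fitted concentration of half-maximal effect; plate controls were vehicle for no effect and positive control for full effect; nearly all actives have a fitted effect of over 50% in size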
EPAC2 antag = blocks human EPAC2 exchange factor; Q8WZA2; EPAC2 GEF exchange of Rap1B-BODIPY-GDP, fluorescence; Potency, µM (doses to about 114 µM), inactives show at the highest dose activity, negative = inhibition, hits mostly inhibitors; hit rate 0.18% among 360,000; AID 720708; note: potency is the fitted concentration of half-maximal effect; % is set by controls: 0 for no effect and ±100 for the full control effect; nearly all actives have a fitted effect of over 45% in size; many of its hits are not listed in these tables
CCT chaperon mod = cytosolic chaperonin activity modulation; purified chaperonin ATPase assay, HTRF ADP detection, 30 min; activity change, % (no concentration beside the values), hits read low; hit rate 0.3% among 360,000; AID 651819; in the data active = activity change below about -30%; note: % is set by controls: 0 for no effect and ±100 for the full control effect
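TRiC at 40 or 20 nM final (batch-dependent) in 30 mM Tris pH 7.4, 100 mM KCl, 5 mM MgCl2, 1 mM DTT, with compound at single 76 uM and 10 uM ATP, 30 min at 37 deg C. ADP detected by HTRF Transcreener, 665/615 ratio.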
WRN helicase inh = inhibitors of human WRN helicase; Q14191; AID 651768; hit rate 0.46% among 360,000; WRN helicase unwinding, fluorescent forked duplex, kinetic; Potency, µM (top dose mostly 114 µM), inactives show at the top dose activity change, negative = inhibition, hits mostly inhibitors; note: potency is the fitted concentration of half-maximal effect; % is set by controls: 0 for no effect and ±100 for the full control effect; nearly all actives have a fitted effect of over 55% in size
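Kinetic red-fluorescence monitoring (525/598 nm) tracks WRN helicase activity after 100 nM fluorophore-quencher forked duplex and 2 mM ATP are added to 20 nM enzyme pretreated 15 min at room temperature with compound.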
EPAC1 ag = activates human EPAC1 exchange factor. O95398. EPAC1 agonist qHTS, biochemical assay; response scale: 100% = response to 6.5 mM cAMP. Potency, µM (series often up to 154 µM), for inactives: at the top dose activation, most hits filed as activators. hit rate 0.073% among 360,000; note: potency is the fitted concentration of half-maximal effect; nearly all actives have a fitted effect of over 60% in size
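Normalized to 6.5 mM cAMP, activity reflects EPAC1-catalysed release of BODIPY-GDP from Rap1B, followed kinetically over 30 min at 480 nm excitation, 540 nm emission. Reaction contained 100 nM EPAC1, 250 nM Rap1B-BODIPY-GDP, 50 uM GDP.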
PLK1 PBD block = blocks phosphopeptide binding to human PLK1 polo-box domain. P53350. Plk1 PBD binding of FITC phosphopeptide, fluorescence polarization. Potency, µM, inactives show max response, negative = inhibition, usual class: inhibitors. hit rate 2.8% among 360,000. AID 720504; note: potency is the fitted concentration of half-maximal effect; series mostly up to about 57 µM; % is set by controls: 0 for no effect and ±100 for the full control effect; nearly all actives have a fitted effect of over 65% in size
Mm-Cpn inhibitor = inhibitors of Methanococcus maripaludis chaperonin (MmCpn) | purified Mm-Cpn ATPase, ADP Transcreener TR-FRET | Potency, µM (doses to about 76.9 µM), inactives show at the highest dose activity, negative = inhibition, actives largely listed as inhibitors | hit rate 0.031% among 330,000 | AID 504842; note: potency is the fitted concentration of half-maximal effect; % is set by controls: 0 for no effect and ±100 for the full control effect; nearly all actives have a fitted effect of over 80% in size
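Purified archaeal chaperonin (25 nM final) was preincubated with compound for 10 min at 37°C, then ATP (10 uM final) was added for 30 min at 37°C in Tris pH 7.4/KCl/MgCl2/DTT buffer. ADP was quantified by HTRF Transcreener TR-FRET.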
PI5P4Ka inh = blocks human PI5P4K alpha kinase activity | hit rate 1.2% among 330,000 | max response, % | PI5P4Kalpha enzyme, ADP-Glo luminescence, 60 min; hits give low values | P48426 | AID 652105; active = max response of -50% or lower; inconclusive = between -30% and -50%; inactive = -30% or higher; note: value at the top dose of about 77 µM; % is set by controls: 0 for no effect and ±100 for the full control effect
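Enzyme plus substrate dispensed, test compounds pinned in, then ATP (5 microM final) added. After 60 min at RT, ADP-Glo reagent 1 for 45 min and reagent 2 for 30 min preceded luminescence imaging.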
Starred values were filed as active, the others as inactive; ? = inconclusive; / = not tested or not shown; & = joins results of further samples; [ ] = remark or other dose. Unless noted, calls come from the whole dose curve; as a rule, active = well fitted curve in the direction sought with a large enough effect; inconclusive = small, poorly fitted or top-dose-only effect, or another doubt; inactive = no such curve, though single readings can be large; an effect the other way counts as inactive or inconclusive. An excerpt (hit frequency here may not be typical).

SMILES	EPAC1 antagonist	EPAC2 antag	CCT chaperon mod	WRN helicase inh	EPAC1 ag	PLK1 PBD block	Mm-Cpn inhibitor	PI5P4Ka inh
Nc1nnc(CCCCc2cccs2)o1	-5%	0%	-0.8	-6%	3%	-9%	2%	-7
COc1ccc(Cn2nnc(C(=O)Nc3ccc(F)cc3)c2N)cc1	2%	3%	-0.6	6%[57.1 µM]	-3%	-1%	0%	-5
O=C(Nc1nccs1)c1nc[nH]c1C(=O)NCc1ccccc1	7%	25%	-0.8	-30%	-5%	-12%	0%	-26
CC(C)c1ccc(C(=O)N2CCCN(C(=O)c3ccc(C(C)C)cc3)CC2)cc1	-11%	-9%	1.0	1%	0%	-3%	-1%	-11
Cc1ccc(C(=O)OCC(=O)Nc2cc(F)ccc2F)cc1NC(=O)c1ccco1	8%	3%[57.1 µM]	-4.5	9%	-6%	0%	-1%	0
Cc1cc(C)c(S(C)(=O)=O)c(NN)n1	-3%	17%	1.8	8%	-5%	-6%	-2%	-8
CC(=O)Nc1cccc(Oc2nc(C)cc(C)c2C#N)c1	-6%	12%	-1.7	0%	3%	24µM*	0%	-17
C#CCOCCOCCOCCNc1nc(N2CCOCC2)nc(N2CCN(C(=O)[C@H]([C@@H](C)CC)n3cc(CCCN=C(N)N)nn3)CC2)n1	-7%	18%	-0.9	20%	-11%	6%	2%	-2
Cn1nc(C(=O)OCC(=O)Nc2ccc(S(N)(=O)=O)cc2)c2ccccc2c1=O	13%	1%	1.6	-3%	-1%	-5%	-2%	-1
CCn1c(=O)[nH]c(=O)c2c(N)c(C(=O)c3cc(F)ccc3F)sc21	-8%	-6%	-0.1	-8%	12%	-12%	-3%	-64*
Cc1ccc2c(CC(=O)Nc3ccc4nc(N5CCOCC5)sc4c3)coc2c1	-7%	13%	-0.5	-4%	0%	-17%	/	-20
COc1ccc(-n2ncc3c2CC(C)(C)CC3NC(=O)CSc2ccccn2)cc1 (configuration not stated)	-26%	4%	-1.3	-2%	-5%	-15%	0%	0
Cn1cnnc1SCC(=O)Nc1sc2c(c1C(N)=O)CCC2	?	19%	-3.2	13µM*	-1%	27µM*	-1%	/
Cc1ccc(N(C(=O)C2CCCC2)C2C=CS(=O)(=O)C2)cc1C (configuration not stated)	-8%	0%	-2.9	-2%	12%	-13%	4%	/
Cc1c(C(=O)Nc2cccc(Cl)c2)oc2ccc(S(=O)(=O)N3CCC4(CC3)OCCO4)cc12	9%	-10%	0.8	-3%	2%	2%	1%	/
CC(=O)Nc1ccc(S(=O)(=O)C(C#N)c2nc3ccccc3nc2NCCN2CCOCC2)cc1 (configuration not stated)	3%	-13%	-1.9	11%	-6%	-17%	0%	-9
O=C(CS(=O)c1ccc(C(F)(F)F)cc1[N+](=O)[O-])Oc1ccccc1 (configuration not stated)	-22%	-17%	-0.8	-26%	21%	27µM*	1%	7
CC(=C\C(=O)O)/C(=C\c1cccc2ccccc12)C(=O)O	-28%	4%	-1.9	1%	-1%	-4%	-1%	16
COc1ccc(C2NC(=O)CS2)cc1OC (configuration not stated)	-14%	0%	-3.8	-8%	0%	3%	2%	1
Cc1nc(NC(=O)CSc2nc3cccnc3n2C2CCCCC2)sc1C	8%	-3%	-0.6	5%	-1%	?	-2%	-2
O=C(CNC(=O)OCc1ccccc1)NC1CCCCCCC1	15%	-6%	-0.3	4%	-5%	0%	1%	-1
S=C(NCCCc1ccccc1)NCc1ccccc1	-7%	-23%	2.0	-6%	15%	1%	-2%	1
COC(=O)CC(c1ccc(F)cc1)n1c(C)ccc1C (configuration not stated)	-12%	?	-0.3	-7%[57.1 µM]	0%	2%	2%	4
Cc1ccccc1NC(=S)NCC1CCN(C(C)c2ccccc2)C1 (configuration not stated)	18%	-6%	-0.8	-4%	4%	-16%	0%	2
COc1ccc(Cl)cc1C(=O)NNC(=O)CNC(=O)c1ccco1	10%	0%	0.1	1%	10%	3%	0%	1
O=C(CNC(=O)Cc1ccccc1)N=Nc1c(O)n(Cc2ccc3c(c2)OCO3)c2ccccc12	16%	2%	-0.7	-14%	3%	-6%	1%	-12
O=C(CN1C(=O)NC2(CCCCCCC2)C1=O)N1CCOCC1	-2%	13%	-1.1	-2%	-1%	-6%	-3%	/
COc1ccc(N(C)S(=O)(=O)c2cccc(C(=O)OCC(=O)Nc3sc4c(c3C#N)CCCCC4)c2)cc1	-5%	-7%	-0.4	1%	8%	-18%	-2%	-4
CC(OC(=O)CN1C(=O)NC2(CCCC2)C1=O)C(=O)c1ccc(C(C)(C)C)cc1 (configuration not stated)	-4%	-18%	-1.9	-5%	1%	-3%	1%	5
COc1cc(OC)c(C(=O)Nc2cccnc2)cc1OC	6%	3%	0.4	-33%	-1%	-2%	-8%	3
O=C1NC(=Nc2ccccc2Cl)S/C1=C\c1ccc(C(=O)O)cc1	-4%	-8%	-6.4	-8%	2%	-28%	1%	-65*
Cc1cc(=O)n2nc(N3CCC(C(=O)NCCc4ccccc4)CC3)sc2n1	-15%	0%	-2.3	3%	13%	-8%	0%	-1
Cc1cc(C)c[n+](CC(=O)c2ccc(NC(=O)c3ccccc3)cc2)c1	-12%	-1%	-0.1	8%	-4%	-7%	0%	-8
O=C(Nc1cc(Cl)ccc1Oc1ccccc1)C1=COCCO1	3%	-3%	1.5	4%	12%	2%	-1%	18
CCOC(=O)N=Nc1c2ccccc2c2nc3no[nH]c3nc12	-7%	-5%	-0.9	-15%	9%	-7%	2%	9
CCC(Oc1ccc(C)cc1)C(=O)Nc1ccc2c(c1)n(C)c(=O)n2C (configuration not stated)	2%	-1%	0.9	-34%	8%	-7%	-14%	9
OCCN1CCN(C2Cc3cc(Cl)ccc3Sc3ccc(Cl)cc32)CC1 (configuration not stated) (tested in a mixture with another compound)	0%	-9%	0.1	5%[57.1 µM]	16%	1%	0%	8
O=C(NCc1ccc(F)cc1)c1nc(-c2cccs2)no1	-20%	9%	2.6	-13%	2%	0%	1%	4
COc1ccc(NS(=O)(=O)c2cc(C(=O)Nc3ccccc3C(=O)O)ccc2C)cc1	?	?	-7.2	-13%	-1%	-12%	-1%	-1
CCc1c(C(=O)NNC(=S)NCCc2ccccc2)csc1C	7%	-10%	0.9	2%	-4%	-16%	-1%	4
CC(C)Oc1ccc(F)cc1-c1cc(C(=O)NCc2ccc(F)cc2)[nH]n1	-9%	-4%	-1.0	-2%	-15%	1%	/	-8
O=C(NCCC1CCCCN1S(=O)(=O)c1ccc(Cl)cc1)C(=O)NCCN1CCOCC1 (configuration not stated)	-19%	-7%	-1.1	5%	-11%	-9%	1%	6
Cn1c(C(=O)O)c(CC(=O)Nc2ccccc2F)c2ccccc21	-19%	-4%	2.0	-16%	-6%	-4%	-2%	-4
O=C(Nc1cccnc1)c1cc(-c2ccc(Cl)c(Cl)c2)on1	16%	1%	-0.3	8%	1%	0%	2%	-1
CN(C)/C=C\C(=C/C(=O)C(F)(F)F)Nc1ccccc1Oc1ccccc1	-13%	?	3.8	-17%	13%	-5%	-16%	-2
O=C(C[n+]1cc(-c2ccc(F)cc2)n2c1CCC2)c1cccs1	5%	-2%	-0.1	-10%	3%	-6%	0%	-3
CCc1ccc(/C=C(\C)C(=O)c2c(C)cc(C)[nH]c2=O)cc1	16%	-5%	0.2	10%	1%	0%	0%	-9
O=C(c1nnsc1S(=O)(=O)c1ccc(Cl)cc1)N1CCOCC1	-16%	7%	-4.2	-36%	6%	?	0%	-5
COc1cc(CCCN2C(=S)NC[C@@H]2Cc2ccccc2)cc(OC)c1OC	-1%	-6%	-0.1	-3%	-6%	3%	/	1
CN(C(=O)CN1C(=O)NC(C)(CCc2ccccc2)C1=O)c1ccccc1 (configuration not stated)	1%	3%	-0.4	21%	10%	-14%	2%	-7
CCN1C(=S)N[C@@H](c2cccc(F)c2)C(C(=O)OC)=C1C	-7%	-28%	-0.7	2%	-12%	-2%	1%&-1%	0
